GPR55 LPI antagonism: GPR55 antagonists blocking LPI-driven arrestin recruitment, primary screen, imaging, U2OS, beta-arrestin-GFP, LPI agonist (AID 2013); hit rate 0.13% among 290,000; inhibition, % at 10 µM, or IC50 in µM where a hit was titrated; U2OS GPR55 beta-arrestin-GFP translocation imaging, LPI antagonism; higher % means a stronger effect;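 active = spots per cell inhibited over 60%, with over 100 cells counted and total cytoplasm intensity under 500,000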;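 also: U2OS cells stably carrying GPR55 and arrestin-GFP stimulated by 5 µM LPI near EC80; imaged beta-arrestin-GFP aggregate spots per cell after agonist stimulation; plate controls were LPI-stimulated DMSO wells for no effect and DMSO wells without LPI for full effect; some results filed as inactive read as strong as hits; confirmed hits need IC50 under 10 µM and bright autofluorescent wells are also inconclusive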
NTR1 ag: agonists of NTR1, primary screen, imaging, U2OS cells, beta-arrestin-GFP, high content (AID 493036). P30989. NTR1-U2OS beta-arrestin-GFP spot imaging, agonist mode. activation, % at 20 µM. hit rate 0.17% among 330,000;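 active = activation at or above 40% of the spot to cytoplasm intensity ratio, with at least 20 cells analyzed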;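 also: 0% = DMSO without peptide and 100% = 100 nM NTR1 peptide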
Target sequence (P30989 whole entry, looked up): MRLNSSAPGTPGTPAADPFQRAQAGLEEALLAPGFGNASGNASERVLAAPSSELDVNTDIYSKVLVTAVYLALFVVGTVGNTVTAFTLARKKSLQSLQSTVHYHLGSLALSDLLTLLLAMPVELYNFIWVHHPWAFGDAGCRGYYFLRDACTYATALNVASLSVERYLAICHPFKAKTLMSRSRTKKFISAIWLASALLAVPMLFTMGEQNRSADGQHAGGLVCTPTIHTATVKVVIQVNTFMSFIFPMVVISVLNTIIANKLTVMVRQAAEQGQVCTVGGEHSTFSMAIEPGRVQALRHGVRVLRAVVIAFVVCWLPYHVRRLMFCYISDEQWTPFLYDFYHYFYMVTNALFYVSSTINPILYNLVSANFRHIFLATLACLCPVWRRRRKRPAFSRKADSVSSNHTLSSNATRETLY
T cell HTS: T cell immune modulation candidate; 2C CD8+ T cell-vesicle binding, flow cytometry; active compounds read low; hit rate 0.068% among 330,000; calls only at 7 µM;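 active = response, share of CD8 T cells binding vesicles, and their 90th percentile fluorescence all below set limits, cut at about 80% in these data, passing the limit was not always enough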
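Benchmarks: naked versus QL9-loaded vesicles / Assay system: purified 2C TCR transgenic mouse naive CD8+ T cells / Technique: high-throughput flow cytometry with anti-B7-1 and anti-CD8 staining / Timing: Cell–vesicle co-incubation 1.5 h at 37 °C, staining 20 min on ice / Read-out: percent CD8+ FL2 mean versus row control / Probe or stimulus: QL9-loaded Drosophila micro-vesicles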
Hep lipid drop: hepatic lipid droplet formation modulation. AML12 mouse hepatocytes, oleate lipid droplets, BODIPY imaging. inhibition, % at 6.5 µM. hit rate 0.4% among 240,000;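 active = lipid droplet intensity inhibited by at least 50%, with more than 500 cells counted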
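Material: mouse AML12 hepatocyte cell line, fixed after treatment; Timing: compound with oleate, overnight; Technique: high-content imaging of BODIPY-stained droplets and DAPI nuclei; Probe or stimulus: oleate, 100 µM final; Dosing: compound at 6.5 µM only.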
GPR35 arrestin U2OS: inhibition of zaprinast-stimulated GPR35 beta-arrestin translocation – imaging, U2OS, beta-arrestin-GFP, zaprinast agonist, primary screen (AID 2058); U2OS GPR35 beta-arrestin-GFP translocation imaging, zaprinast antagonism; higher % means a stronger effect; inhibition, % at 10 µM; hits with a dose series show IC50 in µM; hit rate 0.052% among 290,000;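 active = inhibition of at least 50% with at least 30 cells and total cytoplasm GFP at most 10,000,000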
Rac1 GTP hydrolysis: MgcRacGAP GTPase-activating activity inhibitors, confirmation, biochemical, ADP Hunter fluorescence; MgcRacGAP-stimulated Rac1 GTP hydrolysis, ADP Hunter fluorescence; higher % means a stronger effect; GST-tagged Rac1 F28L mutant substrate; hit rate 0.6% among 340,000; inhibition, % at 30 µM, or IC50 in µM where a hit was titrated;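 active = first-screen hits whose inhibition reached a set limit at any dose in the follow-up dose series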;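 also: fluorescence reports GDP produced by GAP-driven GTP hydrolysis; strong numbers were not always called active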
GPR55 beta-arrestin: GPR55 agonists via beta-arrestin recruitment, primary screen, imaging, U2OS cells, beta-arrestin-GFP redistribution (AID 1961); U2OS GPR55 beta-arrestin-GFP redistribution imaging; higher % means a stronger effect; activation, % at 10 µM, or EC50 in µM where a hit was titrated; hit rate 0.048% among 290,000;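 active = activation above 40% with more than 50 cells counted in the well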;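 also: U2OS osteosarcoma cells stably expressing GPR55 and beta-arrestin-GFP; plate controls were DMSO negative control for no effect and LPI positive control for full effect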
SV40 large T antigen: TAg ATPase/helicase activity blockers – biochemical (AID 1903); one-dose inhibition, % at 20 µM; IC50 in µM for titrated hits; SV40 large T antigen ATPase/helicase inhibition assay; higher % means a stronger effect; hit rate 0.39% among 310,000; in the data active = a potency from the dose series; also: strong numbers were not always called active
LYP inhibition: inhibitors of LYP phosphatase, biochemical, fluorescence intensity, uHTS (AID 1779); inhibition, % at 11.5 µM, or IC50 in µM where a hit was titrated; recombinant LYP phosphatase, fluorescence intensity; higher % means a stronger effect; hit rate 0.054% among 290,000; in the data active = inhibition above about 50%;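 also: plate controls were vehicle with enzyme for no effect and no enzyme for full effect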
Hep lipid drop cells 6.5 µM: recorded beside Hep lipid drop, whose call it bears; cell count; measured here: cell count, cytotoxicity flag;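 cells counted across two imaged fields per well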
T cell HTS vesicle-bound %: also measured in T cell HTS; calls as there; double positive events, %; measured here: CD8+ vesicle-bound cell fraction;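 binding gate set so that unloaded-vesicle control wells show 10% double positive cells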
NTR1 ag cell count 20 µM: recorded beside NTR1 ag, whose call it bears; cell count; measured here: cell count, cytotoxicity flag
Numbers without * were called inactive; i = inactive; . = no result given. Outcome played no part in choosing rows (roughly 1.8% active in at least one column).

SMILES	GPR55 LPI antagonism	NTR1 ag	NTR1 ag cell count 20 µM	T cell HTS	T cell HTS vesicle-bound %	Hep lipid drop	Hep lipid drop cells 6.5 µM	GPR35 arrestin U2OS	Rac1 GTP hydrolysis	GPR55 beta-arrestin	SV40 large T antigen	LYP inhibition
O=C(NCc1ccccn1)c1cccc(NS(=O)(=O)c2cccc(Cl)c2)c1	17%	0.5	66	i	16	0	626	5%	8%	0.4%	7%	0%
N#Cc1sc2nc(-c3ccccc3)cc(-c3ccco3)c2c1N	7%	7.8	38	i	46	4	605	1%	0%	0.0%	21%	3%
CCCCC(=O)N/N=C/c1ccc(-c2ccc([N+](=O)[O-])cc2)o1	-5%	4.8	42	i	20	10	633	-2%	-2%	-0.1%	9%	-5%
CCC1C(C#N)=C(SCC(N)=O)NC2=C1C(=O)CC(C)(C)C2 (centres undefined)	13%	-0.8	46	i	19	-24	683	-10%	.	-0.1%	15%	-9%
Fc1ccc(-c2ccc(NCCN3CCOCC3)nn2)cc1	8%	1.0	52	i	52	3	781	9%	5%	-0.3%	0%	-8%
C=CCc1ccc(O)c(-c2ccc(O)c(CC=C)c2)c1	60%	18	86	i	23	-19	720	2%	13%	0.5%	10%	3%
COc1ccc(S(=O)(=O)NCC(c2ccc(C)cc2)N2CCN(C)CC2)cc1OC (centres undefined)	.	-0.6	55	i	39	.	.	.	4%	.	13%	.
COc1cccc(CN(C)C(=O)Cc2c[nH]c3ccccc23)c1OC	11%	-0.4	52	i	12	1	823	-16%	3%	-0.1%	8%	-5%
CCc1ccc(CNC(=O)CCc2nnc(Cc3cccc(C(F)(F)F)c3)o2)nc1	6%	1.7	80	i	56	-15	723	5%	11%	-0.1%	3%	-10%
COc1ccc(CN(C)C(=O)c2ccc(NC(=O)CC3SC(N4CCCC4)=NC3=O)cc2)c(OC)c1 (centres undefined)	.	0.4	72	i	50	.	.	.	4%	.	21%	.
CC(=O)NC(CC(=O)Nc1ccc(S(=O)(=O)N2CCCCC2)cc1)c1ccccc1 (centres undefined)	-16%	0.7	84	i	42	-1	818	-1%	2%	0.0%	8%	-11%
O=C(COc1cccc2cccnc12)N/N=C/c1ccc(O)cc1	-10%	2.2	68	i	50	16	689	14%	77µM*	-0.3%	19µM*	-5%
N/C(=N\OC(=O)CN1C(=O)c2ccccc2C1=O)c1ccc(Cl)cc1	-10%	1.1	38	i	46	1	647	-13%	6%	0.1%	9%	-3%
CCOc1ccccc1C(=O)Nc1nncs1	8%	1.5	60	i	5	-3	726	6%	13%	-0.2%	0%	-13%
CN1CCN(C(=O)c2cc(C(C)(C)C)cc(C(C)(C)C)c2)CC1	18%	1.1	47	i	44	-1	673	10%	5%	0.3%	.	0%
COc1ccc(N2CCN(C(=O)c3cc(=O)c4cc(C)ccc4o3)CC2)cc1	-2%	-1.7	100	.	.	-8	744	-8%	13%	-0.1%	15%	-10%
CCOC(=O)C1CCN(c2c(C(=O)c3ccccc3)cnc3ccc(CC)cc23)CC1	9%	16	73	i	23	-4	665	-7%	6%	-0.3%	5%	0%
O=c1c2c3c(sc2nc2n1CCCC2)CCCC3	-3%	2.0	48	i	31	7	696	-15%	11%	-0.2%	8%	-1%
CCOC(=O)C1=C(N)Oc2ccc3ccccc3c2C1c1cccnc1 (centres undefined)	11%	13	42	i	36	-12	721	-6%	8%	0.4%	-3%	0%
COc1cccc(CNc2ncnc3cc(Cl)ccc23)c1	-15%	.	.	.	.	-34	582	11%	2%	-0.1%	1%	-7%
Cc1ccc(S(C)(=O)=NC(=O)NC(=O)c2c(Cl)cccc2Cl)cc1 (centres undefined)	-6%	1.1	53	i	33	0	696	-6%	7%	-0.1%	7%	-4%
CCCCN(CC)C(=O)Cn1c(=O)sc2ccccc21	4%	-0.1	53	i	30	-18	756	-6%	-2%	0.1%	22%	-11%
O=C(C1CCN(S(=O)(=O)c2ccccc2)CC1)N1CCCCCC1	4%	-0.2	49	i	67	-16	621	9%	5%	-0.1%	17%	-6%
COc1ccccc1-n1c(C)nnc1SCC(=O)Nc1cc(C)cc(C)c1	4%	-2.2	65	i	23	-5	732	2%	4%	0.1%	17%	1%

Part of the list above, showing only Hep lipid drop cells 6.5 µM.
smiles	Hep lipid drop cells 6.5 µM
COc1cccc(CNc2ncnc3cc(Cl)ccc23)c1	582
Cc1ccc(S(C)(=O)=NC(=O)NC(=O)c2c(Cl)cccc2Cl)cc1 (centres undefined)	696

More entries follow:
SMILES	GPR55 LPI antagonism	NTR1 ag	NTR1 ag cell count 20 µM	T cell HTS	T cell HTS vesicle-bound %	Hep lipid drop	Hep lipid drop cells 6.5 µM	GPR35 arrestin U2OS	Rac1 GTP hydrolysis	GPR55 beta-arrestin	SV40 large T antigen	LYP inhibition
Cc1cccc(OCC(=O)N/N=C\C=C\c2ccc3c(c2)OCO3)c1C	4%	4.1	63	i	49	.	.	3%	1%	-0.1%	4%	-5%
CCOC(=O)Cn1cnc([N+](=O)[O-])n1	2%	1.1	77	.	.	12	713	2%	5%	0.0%	19%	0%
NNC(=O)c1sccc1OCc1ccc(Cl)cc1	18%	1.0	61	i	29	-8	731	-5%	6%	-0.5%	-4%	-5%
CCC1=C2CC[C@H]3C(=O)N(CC)C(=O)[C@H]3[C@H]2[C@@]2(Cc3ccccc3)C(=NCCOC)OC(=O)N2C1=O	12%	-4.6	86	i	5	40	692	11%	4%	0.4%	1%	-6%
CCNCCOC(c1ccccc1)c1ccccc1	3%	-4.9	81	i	29	8	746	-19%	9%	-0.1%	3%	-7%
CCOc1ccc(CCNC(=O)CCc2c(C)nc3ncnn3c2C)cc1OCC	-6%	-0.9	87	i	13	.	.	-2%	9%	-0.4%	-1%	-9%
COc1ccccc1-c1nnc(NC(=O)c2ccc(S(=O)(=O)N3CCCC3)cc2)o1	-25%	0.9	62	i	12	-6	736	8%	-2%	0.0%	6%	-2%
O=C(Cc1cccs1)Nc1ccc(NC(=O)c2ccco2)cc1	4%	-0.1	80	i	31	9	749	1%	2%	0.1%	25%	-7%
O=C(CSc1cccc[n+]1[O-])c1cc2ccccc2o1	15%	1.8	45	i	35	.	.	-4%	-5%	-0.1%	15%	-3%
COc1ccc(S(=O)(=O)N2CCOCC2)cc1NC(=O)CN(C)Cc1c(F)cccc1Cl	-7%	1.9	59	i	32	-19	659	-3%	-1%	0.1%	6%	2%
CCOc1ccccc1NC(=O)N1CCC(NC(=O)c2cccc(C)c2)CC1	-10%	0.5	81	i	21	.	.	-5%	14%	-0.1%	12%	-5%
O=C(O)CN1C(=O)S/C(=C\c2ccc3c(c2)OCO3)C1=O	.	0.8	50	i	28	.	.	.	10%	.	13%	.
Cc1cccc(N2CCN(C(=O)CNC(=O)c3cccc([N+](=O)[O-])c3)CC2)c1C	5%	0.5	61	i	9	-16	760	2%	9%	0.2%	6%	-7%
O=C(Nc1nnc(SCC(=O)N2CCCC2)s1)C1CC(=O)N(c2ccc(F)cc2)C1 (centres undefined)	4%	0.5	48	i	54	5	677	4%	-2%	-0.2%	3%	1%

In the list so far, these contain four or more nitrogen atoms:
SMILES	GPR55 LPI antagonism	NTR1 ag	NTR1 ag cell count 20 µM	T cell HTS	T cell HTS vesicle-bound %	Hep lipid drop	Hep lipid drop cells 6.5 µM	GPR35 arrestin U2OS	Rac1 GTP hydrolysis	GPR55 beta-arrestin	SV40 large T antigen	LYP inhibition
Fc1ccc(-c2ccc(NCCN3CCOCC3)nn2)cc1	8%	1.0	52	i	52	3	781	9%	5%	-0.3%	0%	-8%
CCc1ccc(CNC(=O)CCc2nnc(Cc3cccc(C(F)(F)F)c3)o2)nc1	6%	1.7	80	i	56	-15	723	5%	11%	-0.1%	3%	-10%
COc1ccc(CN(C)C(=O)c2ccc(NC(=O)CC3SC(N4CCCC4)=NC3=O)cc2)c(OC)c1 (centres undefined)	.	0.4	72	i	50	.	.	.	4%	.	21%	.
COc1ccccc1-n1c(C)nnc1SCC(=O)Nc1cc(C)cc(C)c1	4%	-2.2	65	i	23	-5	732	2%	4%	0.1%	17%	1%
CCOC(=O)Cn1cnc([N+](=O)[O-])n1	2%	1.1	77	.	.	12	713	2%	5%	0.0%	19%	0%
CCOc1ccc(CCNC(=O)CCc2c(C)nc3ncnn3c2C)cc1OCC	-6%	-0.9	87	i	13	.	.	-2%	9%	-0.4%	-1%	-9%
COc1ccccc1-c1nnc(NC(=O)c2ccc(S(=O)(=O)N3CCCC3)cc2)o1	-25%	0.9	62	i	12	-6	736	8%	-2%	0.0%	6%	-2%
Cc1cccc(N2CCN(C(=O)CNC(=O)c3cccc([N+](=O)[O-])c3)CC2)c1C	5%	0.5	61	i	9	-16	760	2%	9%	0.2%	6%	-7%
O=C(Nc1nnc(SCC(=O)N2CCCC2)s1)C1CC(=O)N(c2ccc(F)cc2)C1 (centres undefined)	4%	0.5	48	i	54	5	677	4%	-2%	-0.2%	3%	1%

Compound activity: PubChem BioAssay, several laboratories
